# Bioassay records from PubChem.
# EZH2 inh = EZH2/PRC2 methyltransferase inhibitors, primary screen, biochemical, DELFIA time-resolved fluorescence, single point | PRC2 H3K27 methylation, DELFIA TRF, 1 h | AID 651548, 2012 | 0.35% of 57,000 active | inhibition, % at 12.5 µM;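 active = mean inhibition of replicates at least 50% and every single replicate also reaching 50%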;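 note: dimethyl H3K27 on biotinylated H3 21-44 peptide detected by antibody; plate controls were median neutral control wells for no effect and median positive control wells for full effect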
# IDH1 mut inh = inhibitors of IDH1 R132H reductase, primary screen, biochemical, plate reader, single point | inhibition, % at 10 µM | Isocitrate dehydrogenase [NADP] cytoplasmic (Homo sapiens), O75874 | 0.18% of 70,000 active | diaphorase/resazurin fluorescence, 60 min; in the data active = inhibition above about 34%;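 note: 0% = DMSO and 100% = no enzyme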
# Target sequence (O75874 whole entry R132H): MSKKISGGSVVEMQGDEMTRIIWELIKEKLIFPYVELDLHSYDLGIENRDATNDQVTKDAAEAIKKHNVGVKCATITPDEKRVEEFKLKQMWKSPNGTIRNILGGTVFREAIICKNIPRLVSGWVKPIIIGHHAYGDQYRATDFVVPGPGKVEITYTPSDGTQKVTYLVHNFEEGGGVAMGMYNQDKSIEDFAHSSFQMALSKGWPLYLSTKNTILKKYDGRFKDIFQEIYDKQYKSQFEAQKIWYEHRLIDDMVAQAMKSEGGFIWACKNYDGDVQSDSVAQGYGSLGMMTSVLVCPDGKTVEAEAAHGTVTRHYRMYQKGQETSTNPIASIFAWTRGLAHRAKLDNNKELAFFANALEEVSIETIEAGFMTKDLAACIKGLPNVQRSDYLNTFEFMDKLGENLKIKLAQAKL
# The depositor's hits bear a star; . = no result given.
no.	structure	IDH1 mut inh	EZH2 inh
1	C[C@H](CO)N1C[C@H](C)[C@H](CN(C)C(=O)C2CC2)Oc2cc(-c3ccccc3)ccc2S1(=O)=O	.	15
2	C[C@H](NC(=O)C[C@H]1CC[C@@H](NC(=O)C2CCC2)[C@H](CO)O1)c1ccccc1	0.0	0
3	Cc1ccc(S(=O)(=O)N[C@H]2CC[C@@H](CCNS(=O)(=O)Cc3ccccc3)O[C@@H]2CO)cc1	0.3	-16
4	CC(C)NC(=O)Nc1ccc2c(c1)CC(=O)N([C@H](C)CO)C[C@@H](C)[C@H](CN(C)Cc1ccc3c(c1)OCO3)O2	0.0	3
5	C[C@@H]1CCCCO[C@@H](CN(C)C(=O)Nc2ccccc2)[C@H](C)CN([C@H](C)CO)C(=O)c2cc(NC(=O)CCC(F)(F)F)ccc2O1	2.4	.
6	Cc1ccc(OCC(=O)Nc2ccccc2N2CCN(S(C)(=O)=O)CC2)cc1	-0.4	-8
7	O=C(C[C@@H]1CC[C@@H](NS(=O)(=O)c2cccc(F)c2)[C@@H](CO)O1)N1CCCCC1	0.0	-4
8	C[C@@H]1CN([C@H](C)CO)C(=O)Cc2cc(NC(=O)CCCN(C)C)ccc2O[C@@H]1CN(C)S(=O)(=O)c1ccc(Cl)cc1	0.9	-5
9	C[C@H]1CN([C@@H](C)CO)C(=O)c2ccccc2-c2ccccc2CO[C@@H]1CN(C)C(=O)[C@@H](Cc1ccccc1)N(C)C	0.3	-4
10	CS(=O)(=O)N(CC(=O)Nc1c(F)cccc1F)c1cccc(Cl)c1Cl	-0.2	-12

# Profiles from above. Order of values: IDH1 mut inh, EZH2 inh
# Cc1ccc(S(=O)(=O)N[C@H]2CC[C@@H](CCNS(=O)(=O)Cc3ccccc3)O[C@@H]2CO)cc1 across the screens: 0.3, -16
# C[C@H](NC(=O)C[C@H]1CC[C@@H](NC(=O)C2CCC2)[C@H](CO)O1)c1ccccc1 across the screens: 0.0, 0
# CS(=O)(=O)N(CC(=O)Nc1c(F)cccc1F)c1cccc(Cl)c1Cl across the screens: -0.2, -12
# C[C@@H]1CCCCO[C@@H](CN(C)C(=O)Nc2ccccc2)[C@H](C)CN([C@H](C)CO)C(=O)c2cc(NC(=O)CCC(F)(F)F)ccc2O1 across the screens: 2.4, .
# C[C@H]1CN([C@@H](C)CO)C(=O)c2ccccc2-c2ccccc2CO[C@@H]1CN(C)C(=O)[C@@H](Cc1ccccc1)N(C)C across the screens: 0.3, -4

# (more compounds)
no.	structure	IDH1 mut inh	EZH2 inh
11	CCNC(=O)c1cc2c(c(-c3cccc(-c4cccc(F)c4)c3)n1)[C@H](CCO)N([S@@](=O)C(C)(C)C)C2	0.1	1
12	C[C@@H]1CN([C@@H](C)CO)C(=O)c2cc(NC(=O)Nc3cccc4ccccc34)ccc2O[C@@H]1CN(C)Cc1ccc(C(=O)O)cc1	-1.2	12
13	CC(C)CC#Cc1ccc2c(c1)O[C@H](CN(C)CC1CCOCC1)[C@H](C)CN([C@H](C)CO)S2(=O)=O	.	27
14	C[C@H](CO)N1C[C@H](C)[C@H](CN(C)C)Oc2ccc(NS(=O)(=O)c3cn(C)cn3)cc2C1=O	-0.6	5
15	C[C@H](NC(=O)C[C@H]1C[C@H]2c3cc(NC(=O)NC4CCCCC4)ccc3O[C@H]2[C@@H](CO)O1)c1ccccc1	0.2	0
16	C[C@H](CO)N1C[C@H](C)[C@H](CN(C)C(=O)Nc2cccc3ccccc23)Oc2c(NS(C)(=O)=O)cccc2C1=O	1.0	-17
17	COc1ccc(S(=O)(=O)Nc2ccc3c(c2)C(=O)N([C@@H](C)CO)C[C@@H](C)[C@H](CN(C)S(=O)(=O)c2ccc(C)cc2)OCCCC[C@@H](C)O3)cc1	2.5	.
18	C[C@H](CO)N1C[C@H](C)[C@@H](CN(C)CC2CCCC2)Oc2cc(C#CC3CC3)ccc2S1(=O)=O	0.2	17
19	O=C(CC1NCCNC1=O)Nc1ccc2c(c1)OCCO2 (stereo not drawn)	0.2	-14
20	COC(=O)c1ccccc1NC(=O)c1ccc(NS(=O)(=O)c2cccc3cccnc23)cc1	0.0	20
21	CC(C)NC(=O)N(C)C[C@@H]1OCCCC[C@H](C)Oc2ccc(N(C)C)cc2C(=O)N([C@H](C)CO)C[C@@H]1C	-4.6	4
22	C[C@H](CO)N1C[C@H](C)[C@H](CN(C)S(=O)(=O)c2ccc(C#N)cc2)Oc2ncc(-c3cc4ccccc4o3)cc2C1=O	0.3	.
23	C[C@H](CO)N1C[C@H](C)[C@H](CN(C)Cc2ccc(-c3ccccc3)cc2)Oc2ccc(NC(=O)CCCCCC(=O)Nc3ccccc3N)cc2C1=O	0.1	-7
24	C[C@H]1CN([C@@H](C)CO)C(=O)Cc2cc(NC(=O)Nc3cccc4ccccc34)ccc2O[C@@H]1CN(C)C(=O)Nc1ccc(F)cc1	-1.6	.
25	Cc1noc(C)c1NC(=O)Nc1ccc2c(c1)CC(=O)N([C@H](C)CO)C[C@H](C)[C@@H](CN(C)Cc1ccccc1)O2	2.9	-12
26	COCCNC(=O)C[C@H]1C[C@@H]2c3cc(NC(=O)CN(C)C)ccc3O[C@@H]2[C@H](CO)O1	-0.4	4
27	CO[C@H]1CN(C)C(=O)c2ccc(NC(=O)c3nc4ccccc4s3)cc2OC[C@@H](C)N(Cc2cncnc2)C[C@@H]1C	-0.4	0
28	C[C@@H]1CN([C@H](C)CO)C(=O)c2cc(NS(=O)(=O)c3cccs3)ccc2O[C@@H](C)CCCCO[C@H]1CN(C)CC1CC1	3.1	.
29	Clc1ccccc1CSc1nnc(Cn2cnc3ccccc32)n1-c1ccccc1	0.7	-4
30	O=C(NCc1ccco1)c1ccc(Cl)c(S(=O)(=O)N2CCOCC2)c1	0.8	0
31	Cc1ccc(S(=O)(=O)N2C(=O)CCC2C(=O)Nc2cccc3c2CCCC3)cc1 (stereo not drawn)	-0.9	6
32	C[C@H](CO)N1C[C@H](C)[C@@H](CN(C)C(=O)Nc2ccc(C(F)(F)F)cc2)Oc2ccc(NC(=O)Nc3cccc4ccccc34)cc2CC1=O	-6.7	.
33	C[C@@H]1CN([C@@H](C)CO)C(=O)c2cc(/C=C/c3ccccc3)cnc2O[C@H]1CN(C)C(=O)CN(C)C	-3.7	-17
34	O=C(N[C@H]1CC[C@H](CCNS(=O)(=O)Cc2ccccc2)O[C@@H]1CO)c1cnccn1	0.4	1
35	C[C@@H]1CN([C@H](C)CO)C(=O)c2cccc(NC(=O)Nc3ccccc3)c2O[C@@H]1CN(C)C(=O)Nc1ccc2c(c1)OCO2	-0.5	.
36	Cc1nc(SC(C(=O)c2ccccc2)c2ccccc2)nc2c1CCCC2 (stereo not drawn)	0.3	22
37	CCCN1C[C@@H](C)[C@@H](OC)CN(C)C(=O)c2ccc(NC(=O)c3ccccc3)cc2OC[C@H]1C	0.4	7
38	Nc1ncnc2c1ncn2C1OC(CO)[C@H](O)[C@@H]1S (stereo partly drawn)	0.6	.
39	C[C@H](CO)N1C[C@H](C)[C@H](CN(C)S(=O)(=O)c2ccccc2)Oc2c(NS(=O)(=O)c3ccccc3)cccc2C1=O	-0.5	.
40	COCC#Cc1cnc2c(c1)C(=O)N([C@H](C)CO)C[C@H](C)[C@H](CN(C)S(=O)(=O)c1ccccc1)O2	-0.6	2
41	C[C@H]1CN([C@@H](C)CO)C(=O)Cc2cc(NS(=O)(=O)c3ccccc3)ccc2O[C@@H]1CN(C)Cc1ccc(C(F)(F)F)cc1	-0.1	.
42	CO[C@@H]1CN(C)C(=O)c2cc(NC(=O)C3CC3)ccc2OC[C@@H](C)N(C(=O)c2ccccn2)C[C@@H]1C	-0.1	10
43	C[C@H]1CN([C@@H](C)CO)C(=O)Cc2cc(NS(=O)(=O)c3ccc(F)cc3)ccc2O[C@H]1CN(C)S(=O)(=O)c1ccccc1	-0.4	.
44	O=C(CN1CCOCC1)NCC[C@@H]1CC[C@H](NC(=O)Nc2ccc(Cl)cc2)[C@H](CO)O1	0.2	0
45	CNC[C@H]1Oc2ccc(NS(=O)(=O)c3ccc(F)cc3)cc2CC(=O)N([C@H](C)CO)C[C@H]1C	3.5	.
46	COc1ccc(NC(=O)Nc2ccc3c(c2)[C@H]2C[C@H](CC(=O)NCc4ccccc4F)O[C@@H](CO)[C@H]2O3)cc1	-0.4	-7
47	O=C(CC1CC1)N[C@H]1CC[C@@H](CCNS(=O)(=O)c2ccc(Cl)cc2)O[C@@H]1CO	-0.2	14
48	C[C@H]1CCCCO[C@H](CN(C)S(=O)(=O)c2ccc(F)cc2)[C@@H](C)CN([C@@H](C)CO)C(=O)c2cc(NC(=O)NC3CCCCC3)ccc2O1	2.5	.
49	C[C@H]1CN([C@@H](C)CO)C(=O)c2cc(NS(=O)(=O)c3cn(C)cn3)ccc2O[C@H]1CN(C)S(=O)(=O)c1ccc(F)cc1	-0.3	.
50	C[C@H](CO)N1C[C@H](C)[C@@H](CN(C)Cc2ccncc2)Oc2ccc(NC(=O)Nc3ccc(C(F)(F)F)cc3)cc2C1=O	2.2	.

# Another view of some results above.
# Results follow in this order: IDH1 mut inh, EZH2 inh
(44) O=C(CN1CCOCC1)NCC[C@@H]1CC[C@H](NC(=O)Nc2ccc(Cl)cc2)[C@H](CO)O1
    0.2, 0
(45) CNC[C@H]1Oc2ccc(NS(=O)(=O)c3ccc(F)cc3)cc2CC(=O)N([C@H](C)CO)C[C@H]1C
    3.5, .

# (continued)
no.	structure	IDH1 mut inh	EZH2 inh
51	CCCN(C)C[C@@H]1Oc2cc(C#CC3CCCCC3)ccc2S(=O)(=O)N([C@H](C)CO)C[C@@H]1C	-1.6	9
52	C[C@H](CO)N1C[C@H](C)[C@H](CN(C)Cc2ccccc2C(=O)O)Oc2ncc(C#CC3CC3)cc2C1=O	0.2	-14
53	C[C@@H]1CN([C@H](C)CO)C(=O)Cc2cc(NS(=O)(=O)c3cccs3)ccc2O[C@@H]1CN(C)CC1CCCCC1	.	4
54	C[C@H]1CN([C@@H](C)CO)C(=O)c2cc(NC(=O)CCC(F)(F)F)ccc2O[C@H]1CN(C)CC1CC1	-0.5	0
55	C[C@H](CO)N1C[C@H](C)[C@H](CN(C)C(=O)Nc2ccccc2)Oc2cc(C#Cc3ccccc3)ccc2S1(=O)=O	1.0	.
56	CCn1c(SCC(=O)Nc2ccccc2N2CCOCC2)nnc1-c1ccccc1	-0.1	1
57	Cc1noc(C)c1NC(=O)Nc1ccc2c(c1)C(=O)N([C@H](C)CO)C[C@H](C)[C@H](CN(C)S(=O)(=O)c1cn(C)cn1)OCCCC[C@H](C)O2	-1.3	.
58	C[C@H](CO)N1C[C@H](C)[C@H](CN(C)CC2CCCCC2)OCCCC[C@H](C)Oc2ccc(NC(=O)CCC(F)(F)F)cc2C1=O	0.9	.
59	Cc1ccc(S(=O)(=O)NCC[C@H]2CC[C@H](NC(=O)c3cnccn3)[C@@H](CO)O2)cc1	-0.2	11
60	CC(C)OC(=O)N(C)C[C@@H]1OCc2cn(nn2)CCCC(=O)N([C@H](C)CO)C[C@H]1C	1.5	.
61	COc1ccc(CN(CCN(C)C)c2ncccn2)cc1	1.1	11
62	CNC[C@H]1OCCCC[C@@H](C)Oc2ccc(NS(=O)(=O)c3ccc(OC)cc3)cc2C(=O)N([C@@H](C)CO)C[C@H]1C	.	-18
63	CCC(=O)N(C)C[C@@H]1Oc2cc(C#CC(C)C)ccc2S(=O)(=O)N([C@@H](C)CO)C[C@@H]1C	-0.2	-9
64	COc1ccc([N+](=O)[O-])cc1NC(=O)C1(c2ccc(OC)c(OC)c2)CCOCC1	0.0	-9
65	C[C@@H]1CCCCO[C@@H](CN(C)S(C)(=O)=O)[C@H](C)CN([C@@H](C)CO)C(=O)c2cc(NC(=O)c3ccncc3)ccc2O1	2.2	.
66	COCC(=O)N(C)C[C@H]1Oc2cc(-c3ccc(OC)cc3)ccc2S(=O)(=O)N([C@H](C)CO)C[C@@H]1C	0.0	.
67	C[C@H](CO)N1C[C@H](C)[C@@H](CN(C)C)Oc2ncc(C#CC3CC3)cc2C1=O	0.5	14
68	CO[C@@H]1CN(C)C(=O)c2cc(NS(=O)(=O)c3ccc(C)cc3)ccc2OC[C@H](C)N(C)C[C@@H]1C	-0.4	-3
69	C[C@H]1CN([C@@H](C)CO)S(=O)(=O)c2ccc(-c3ccncc3)cc2O[C@@H]1CN(C)C(=O)c1cccc(F)c1	0.5	.
70	Cc1noc(C)c1NC(=O)N(C)C[C@H]1Oc2ccc(NC(=O)Nc3ccc(F)cc3)cc2CC(=O)N([C@@H](C)CO)C[C@@H]1C	0.8	.
71	COc1cccc(C(Nc2cc(C)ccn2)c2ccc3ccc(C)nc3c2O)c1 (stereo not drawn)	0.1	14
72	C[C@@H]1CN([C@H](C)CO)C(=O)c2cc(NC(=O)C3CCCCC3)ccc2O[C@@H]1CN(C)Cc1ccncc1	5.1	.
73	C[C@H]1CCCCO[C@H](CN(C)Cc2ccncc2)[C@@H](C)CN([C@@H](C)CO)C(=O)c2cc(NC(=O)Cc3ccccc3)ccc2O1	.	1
74	O=C(O)CCCC(=O)Nc1ccc(O)cc1	-0.2	-5
75	Cc1ccccc1S(=O)(=O)N(C)C[C@H]1OCc2cnnn2CCCC(=O)N([C@H](C)CO)C[C@H]1C	1.7	.
76	C/S(=N\S(=O)(=O)c1cccc2nsnc12)c1ncc(Cl)cc1C(F)(F)F (stereo not drawn)	0.0	-5
77	O=C(CCCCCCC(=O)Nc1ccccc1O)N/N=C/c1ccc(Oc2ccccc2)cc1	6.6	60*
78	CN(C)Cc1cn(CC[C@H]2CC[C@H](NS(=O)(=O)c3ccccc3)[C@H](CO)O2)nn1	0.1	-3
79	Cc1ccc(S(=O)(=O)Nc2ccc3c(c2)C(=O)N([C@@H](C)CO)C[C@H](C)[C@@H](CN(C)S(=O)(=O)c2ccc(Cl)cc2)OCCCC[C@@H](C)O3)cc1	1.8	.
80	CN(C)CCNc1oc(COc2ccc(F)cc2)nc1C#N	0.0	-2

# Not all compounds are listed; rates above refer to the full screens.
